# Screens as filed in PubChem.
# 12-LOX inh = Primary qHTS assay for inhibitors of human arachidonate 12S-lipoxygenase (ALOX12): Round 2; Polyunsaturated fatty acid lipoxygenase ALOX12 (Homo sapiens), P18054; purified 12hLO, xylenol orange hydroperoxide absorbance; Potency, µM (titrated, usually from 108 µM), inactives show at the top dose activity change, negative = inhibition, most hits filed as inhibitors; actives 1.1% (n = 580,000); AID 1671190, 2021; active means well fitted inhibition curve with a large enough effect; inconclusive means small, poorly fitted or top-dose-only effect, or another doubt; inactive means no such curve, though single readings can be large or run the other way
# Target sequence (P18054 whole entry, looked up): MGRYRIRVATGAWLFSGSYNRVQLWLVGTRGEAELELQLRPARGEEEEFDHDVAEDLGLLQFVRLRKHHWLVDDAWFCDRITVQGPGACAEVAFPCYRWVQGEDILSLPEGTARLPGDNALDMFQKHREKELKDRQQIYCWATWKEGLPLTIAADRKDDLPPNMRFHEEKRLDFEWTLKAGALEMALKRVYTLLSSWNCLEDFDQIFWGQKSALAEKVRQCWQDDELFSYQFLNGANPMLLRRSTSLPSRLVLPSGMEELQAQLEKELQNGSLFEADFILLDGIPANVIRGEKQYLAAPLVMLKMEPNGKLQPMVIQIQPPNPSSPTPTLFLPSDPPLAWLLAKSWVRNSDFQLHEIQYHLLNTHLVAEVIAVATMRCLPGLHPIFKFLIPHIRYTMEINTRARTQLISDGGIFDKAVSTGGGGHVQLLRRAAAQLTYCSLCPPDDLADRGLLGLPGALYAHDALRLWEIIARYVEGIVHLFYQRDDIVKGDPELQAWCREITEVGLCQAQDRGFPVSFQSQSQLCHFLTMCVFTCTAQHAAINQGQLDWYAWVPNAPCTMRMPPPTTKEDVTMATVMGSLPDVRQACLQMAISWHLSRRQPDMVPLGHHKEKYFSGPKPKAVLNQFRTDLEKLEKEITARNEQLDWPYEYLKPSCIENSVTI
#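 Purified human 12hLO (150 nM final) in 25 mM Hepes, 0.01% Triton X-100, pH 7.0 was preincubated 15 min at room temperature with compound. Then 40 uM arachidonic acid was added, 30 min. Hydroperoxide was read by Fe-XO absorbance ratio 573/405 nm.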
# Active calls of the source: *; ? = inconclusive; [ ] = remark or other dose. On the % scale 0 is the no-effect control and ±100 the full control effect; potency means the concentration at half of the fitted maximal effect.
12-LOX inh,SMILES
19%[176 µM],COC(=O)N1CCCC(c2nn(-c3ccc(F)cc3)c(=O)[nH]2)C1 (stereo not given)
4%,COCc1cc(=O)n(CC(=O)NCc2ccc(OC)cc2)c(N2CCOCC2)n1
75%[activator][176 µM],Cc1csc(NC(=O)c2nc3c(o2)CCN(Cc2ccccc2)CC3)n1
?,Cc1c(C(=O)N2CCn3nc(CO)cc3C2)cnc2cc(=O)[nH]n12
?,O=C(O)C1=NOC2CN([S+](=O)([O-])C3CCCC3)CC12 (stereo not given)
-3%,Cn1cnc(S(=O)(=O)NCC(=O)N2CCCCCNC(=O)CC2c2ccccc2)c1 (stereo not given)
?,Cc1cccc(N(C)C(=O)Cn2cc(C#N)c3ccccc32)c1
202%[activator],Cc1c(C)n(Cc2ccncc2)c2ncnc(NCc3ccncc3)c12
?,CC(Cc1ccc(O)c(O)c1)(NN)C(=O)O (stereo not given)
39%[activator],Cc1[nH]cnc1C(=O)O
-1%,O=S(=O)(c1ccc(C(F)(F)F)cc1)N1CCCc2nc(-c3ccccc3)ccc21
-2%,Nc1ncnc2c1ncn2[C@@H]1O[C@H](C(=O)N[C@@H](CCc2ccccc2)C(=O)N2CCCN(Cc3cccs3)CC2)[C@@H](O)[C@H]1O
-8%[22.9 µM],COC(=O)c1ccc(NC(C)=O)cc1OC
-26%,CCCCCCCCN1C(=O)[C@@H](CC(=O)N2CCN(C(=O)c3ccco3)CC2)C[C@@]2(C(=O)OC)C1=C[C@H](C(C)(C)C)O[C@@H]2C
16%[176 µM],Fc1cccc(CN2CCNc3cc(Nc4cccnc4)ncc3C2)c1
3%[176 µM],CN1Cc2ncnc(N3CCOCC3)c2CN(c2cccnc2)C1=O
37%[activator][176 µM],COc1ccc(CNC[C@H]2COCc3nc4cc(F)ccc4n32)cn1
?,Cn1nccc1CN1CCC2(C1)NC(=O)c1ccccc1O2 (stereo not given)
51%[activator],COCc1nncn1C1CCN(S(=O)(=O)c2cccc(C)c2)CC1
1%,Cc1cc(C(=O)N2CC[C@](O)(c3ccccc3)[C@H](N(C)C)C2)n[nH]1
48%[activator],COc1ccccc1OCCNC(=O)C(C)C1CCOCC1 (stereo not given)
0%,Cc1ccc(-n2nnnc2SCc2nc3ccccc3o2)cc1C
?,O=C(Nc1ccc2nc[nH]c(=O)c2c1)c1ccc(Cl)cc1Cl
8%[6.33 µM],Cc1noc(C)c1S(=O)(=O)N1CCC(N2CCOC2=O)CC1
26%,Nc1nccnc1C(=O)NCCc1cccc(Cl)c1
0%,COc1ccc(NC(=O)N2C[C@@H]3C[C@H](C2)c2c(NC(=O)c4cncnc4)ccc(=O)n2C3)cc1
52%[activator],COc1ccc(CC(=O)N2CC(c3nnc(C(C)C)o3)C3(CCOCC3)C2)cc1Cl (stereo not given)
3%,CCCNc1c(NC(=O)Nc2cc(Cl)ccc2C)c(=O)oc2ccccc12
18%,Cc1ccc(NC(=O)N2CCC(CCNC(=O)C(C)C)CC2)cc1
4%,O=S(=O)(N1CCCCC1)N1CCCC(c2nc3ccccc3o2)C1 (stereo not given)
-8%[176 µM],COc1ccc(OCC2(C)COc3ccc(C(=O)NCCc4ccccc4)cc3N2)cc1 (stereo not given)
17%,CNC(=O)[C@H]1C[C@H](Oc2cccnc2)CN1C(=O)Nc1ccc2c(c1)OCCO2
40%[activator],O=C(NC1CCCCC1)NC1CCc2nnc(C3CC3)n2CC1 (stereo not given)
-25%,Cn1cnc2c1c(=O)n(CCCn1nnc(-c3ccc(F)cc3)n1)c(=O)n2C
-28%,CS(=O)(=O)N1N=C(c2cccc(O)c2)CC1c1ccco1 (stereo not given)
?,CC(NC(=O)c1cc(Cl)sc1Cl)C12CC3CC(CC(C3)C1)C2 (stereo not given)
40%,CCCCN1CCN(C(=O)c2ccc3c(c2)N(S(C)(=O)=O)CC3)CC1
11%[6.33 µM],c1cc(CN2CC(Oc3ccc4c(c3)OCO4)C2)cs1
-5%,CCN(CC)S(=O)(=O)c1ccc2c(c1)nc(SCC(=O)Nc1ccc3c(c1)OCO3)n2CC
?,Cn1cccc1/C=C(\C#N)c1cccc(Br)c1
12%,O=C1C2CCCN2C(=O)N1Cc1coc(-c2ccccc2)n1 (stereo not given)
-8%,Clc1cccc(Cl)c1CNc1n[nH]c(-c2ccco2)n1
0%,CCCCNC(=O)C(NC(=O)c1ccc2ccccc2c1)C(=O)c1ccccc1 (stereo not given)
45µM*,COCCN1CCCN(C(=O)c2ccc(F)c(F)c2)c2ccccc21
43%[activator],COc1ccc(C(=O)N2CCC(N3C(=O)CCC3C(=O)NCc3ccccc3)CC2)cc1 (stereo not given)
?,Cc1c(C#N)c(NC(=O)CSc2nnc(C)n2-c2ccccc2)n(Cc2ccccc2)c1C
5%[176 µM],C=CCNC(=O)N[C@H]1CO[C@H]2[C@@H]1OC[C@@H]2Nc1nccc(C2CCCC2)n1
-15%,Cc1ccsc1CCNS(=O)(=O)c1ccc2c(c1)NC(=O)CC(C)S2 (stereo not given)
5%,O=C(Cc1ccsc1)NC1CCCN(c2cc(-c3ccccc3)[nH]n2)C1 (stereo not given)
-4%,CCc1ccc(N2CC(c3noc(-c4ccncc4)n3)CC2=O)cc1 (stereo not given)

# (cont.)
12-LOX inh,SMILES
?,CC(C)c1nc2c(c(-c3ccc(O)cc3)n1)CCN(Cc1ccc(OC(F)(F)F)cc1)CC2
24%,Cc1ccc(NC(=O)NCC2CCOCC2)cc1F
21%,Cc1nsc(NC(=O)N2CCC(C(=O)N3CCCC3)CC2)n1
7%[176 µM],CC(C)C[C@@H]1N[C@H](C(=O)N2CCOCC2)Cc2c[nH]c3cccc1c23
-1%,CCO[C@H]1CN(C(=O)c2cc(N3CCCCC3)ccc2Cl)C[C@@H]1O
1%,COC(=O)C1=CN(c2ccc(C(C)(C)C)cc2)C(N)=C(C#N)C1c1cccc([N+](=O)[O-])c1 (stereo not given)
31%[activator],COC[C@@H]1CN(Cc2cccc(C#N)c2)C[C@H]1C(=O)NC1CC1
36%,CCN1C(=O)C2(CCN(S(=O)(=O)c3ccc(Cl)c(C)c3)CC2)c2ccccc21
29%,Cc1cccnc1CN1CCN(CC2(O)CCNC2)CC1 (stereo not given)
?,CCc1cccc(NC(=O)Cc2c[nH]c3ccccc23)c1
19%,CSCCCNC(=S)NC1CC(C)(C)NC(C)(C)C1
-12%,Cc1ccc(NC(=O)Nc2c(NC3CCCCC3)c3ccccc3oc2=O)cc1
?,COc1ccc(/C=C(/C(=O)c2ccccc2)c2nc3ccccc3s2)cc1O
26%,CCCCCCc1ccc(/C(C)=C/C(=O)O)cc1
31%,COc1ccc(C2NC(=O)N(CC(=O)N3CCCCCC3)C3=C2C(=O)OC3)cc1 (stereo not given)
-3%,Cc1ccc(-c2noc(CSc3nnc4ccccn34)n2)cc1F
69%[activator],COCC(=O)N1CCC(C(=O)N2CCC2c2ccccc2)CC1 (stereo not given)
19%,O=C(NC1CCN(c2cc(-c3cccs3)[nH]n2)CC1)c1ccc(F)cc1Cl
-5%,CC(C)C(NC(=O)c1n[nH]c(=O)c2ccccc12)c1ccc(C(C)(C)C)cc1 (stereo not given)
33%,CCCCN1C(=O)C(CC(=O)N2CCOCC2)Sc2ncccc21 (stereo not given)
-8%,O=C(CN1CCOCC1)N1C[C@@H](COCC2CC2)[C@H](c2ccncc2)C1
47%[activator],COc1ccccc1CCC(=O)N1C[C@@H](CO)[C@H](c2ccncc2)C1
28%,COc1cccc(-c2ccccc2NC(=O)C2CCN(CC(=O)O)CC2)c1
35%[activator],N#Cc1ccccc1S(=O)(=O)N1CCC(C(=O)NCCc2cccs2)CC1
3%,Cc1nnnn1CCC(=O)Nc1nn(C)c2cccc(N3CCOCC3)c12
-26%,Cc1ccccc1/C=C/C(=O)c1ccco1
1%,O=C(c1ccccc1F)N1CCC(c2n[nH]c(=O)n2-c2ccccc2)CC1
-11%[12.5 µM],O=C1Nc2ccccc2CC12CCN(C1COC1)C2 (stereo not given)
2%,CC1CCC(NC(=O)c2cc3n(n2)CC(c2ccc(Cl)cc2)OC3)CC1 (stereo not given)
?,Cc1cc(/C=C/C(=O)c2cccs2)cc(C)c1O
2%,Cc1ccc(CNC(=O)c2nnn3cc(-c4ccc(F)cc4)[nH]c(=O)c23)cc1
2%,CCNc1nc(N)nc(Cl)n1
10%,O=C(CSc1nnc(-c2cccs2)n1C1CC1)N1CCc2ccccc2C1
?,O=C(CCc1cc2n(n1)CCCNC2)N[C@H]1CCC[C@H]1Cc1ccc(F)cc1
-9%[176 µM],COCCN1CCC2(C1)CN(C)c1ccc(C(=O)NCc3ccccc3)cc12 (stereo not given)
1%,CC(=O)Nc1ccc(S(=O)(=O)N[C@H]2CO[C@H]3[C@@H]2OC[C@@H]3n2nnnc2Oc2ccc3c(c2)OCO3)cc1
9%,CO[C@H]1C(=O)N(C2CCN(S(=O)(=O)c3cccnc3)CC2)[C@H]1c1ccncc1
28%,COc1cn(CC(=O)Nc2ccccc2C(F)(F)F)c(CN2CCN(C(C)=O)CC2)cc1=O
3%,Cn1ccnc1CN1C(=O)CO[C@H](c2ccc(NS(=O)(=O)Cc3ccccc3)cc2)[C@H]1CO
-7%,O=C(CCc1ncc(-c2ccccc2F)o1)Nc1ccccc1Oc1ccccc1
-5%,CC1=C(c2ccc(C)c(C)c2)S(=O)(=O)N=C1N1CCC(C(=O)NC2CCCC2)CC1
8%,Cc1cccc(CC(=O)N2CCCN(c3cc(-c4ccc(Br)cc4)[nH]n3)CC2)c1
36%[activator],Cn1cc(S(=O)(=O)N2CCCC(C(=O)Nc3nn(Cc4ccccc4Cl)cc3Cl)C2)cn1 (stereo not given)
?,O=C(O)c1cccc(-c2ccc(CNC3CCCCC3)o2)c1
44%[activator],CC(=O)N1CCC(Cc2ccc(C(=O)Nc3ccc(C)cc3)cc2)CC1
0%,COCCn1c(=O)c(CCc2ccccc2)nc2cnc(Nc3cccc(OC)c3)nc21
58%[activator],CC(=O)N1CCN(c2ncccc2CNCc2ccc(CC(C)C)cc2)CC1

# Part of the list above, tab-delimited:
mol	12-LOX inh
Cc1ccccc1/C=C/C(=O)c1ccco1	-26%
O=C(c1ccccc1F)N1CCC(c2n[nH]c(=O)n2-c2ccccc2)CC1	1%

# By substructure, the compounds so far with two or more sulfur atoms.
12-LOX inh,SMILES
-5%,CCN(CC)S(=O)(=O)c1ccc2c(c1)nc(SCC(=O)Nc1ccc3c(c1)OCO3)n2CC
-15%,Cc1ccsc1CCNS(=O)(=O)c1ccc2c(c1)NC(=O)CC(C)S2 (stereo not given)
19%,CSCCCNC(=S)NC1CC(C)(C)NC(C)(C)C1
35%[activator],N#Cc1ccccc1S(=O)(=O)N1CCC(C(=O)NCCc2cccs2)CC1
10%,O=C(CSc1nnc(-c2cccs2)n1C1CC1)N1CCc2ccccc2C1

# Copied from the list.
# 12-LOX inh result of O=C(CSc1nnc(-c2cccs2)n1C1CC1)N1CCc2ccccc2C1 = 10%
# 12-LOX inh result of Cc1cccc(CC(=O)N2CCCN(c3cc(-c4ccc(Br)cc4)[nH]n3)CC2)c1 = 8%
# 12-LOX inh result of Cc1ccccc1/C=C/C(=O)c1ccco1 = -26%
# 12-LOX inh result of O=C1Nc2ccccc2CC12CCN(C1COC1)C2 (stereo not given) = -11%[12.5 µM]
# 12-LOX inh result of O=C(c1ccccc1F)N1CCC(c2n[nH]c(=O)n2-c2ccccc2)CC1 = 1%
# 12-LOX inh result of CC(=O)N1CCC(Cc2ccc(C(=O)Nc3ccc(C)cc3)cc2)CC1 = 44%[activator]

# These rows are one share of the data; rates above refer to the full screens.
